Compound activity as filed in PubChem BioAssay.
GlmU inhibition – inhibition of mycobacterial GlmU enzyme – biochemical, glucosamine-1-phosphate acetyltransferase (AID 1376). one-dose inhibition, %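 (tested at 30 µM in the primary screen)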; IC50 in µM for titrated hits. hit rate 0.25% among 220,000. M. tuberculosis GlmU acetyltransferase enzyme assay; higher % means a stronger effect; in the data active = inhibition above about 13%; inconclusive = no clear call, values can overlap the other calls;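 also: 0% = complete reaction with vehicle and 100% = reaction without substrate; strong numbers were not always called active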
RmlCD inh 1536 – inhibitors of Mycobacterium tuberculosis RmlC and RmlD coupled enzymes; P9WH09+P9WH11; RmlC+RmlD coupled enzyme assay, percent inhibition; primary screen in compound mixtures; inhibition, % at 3.6 µM; hit rate 0.03% among 160,000; AID 1533; in the data active = inhibition mostly above about 34%, no sharp cut-off; inconclusive = no clear call, values can overlap the other calls; inactive = mostly below about 22%; also: some results filed as inactive read as strong as hits
Target sequence (P9WH09 whole entry, looked up): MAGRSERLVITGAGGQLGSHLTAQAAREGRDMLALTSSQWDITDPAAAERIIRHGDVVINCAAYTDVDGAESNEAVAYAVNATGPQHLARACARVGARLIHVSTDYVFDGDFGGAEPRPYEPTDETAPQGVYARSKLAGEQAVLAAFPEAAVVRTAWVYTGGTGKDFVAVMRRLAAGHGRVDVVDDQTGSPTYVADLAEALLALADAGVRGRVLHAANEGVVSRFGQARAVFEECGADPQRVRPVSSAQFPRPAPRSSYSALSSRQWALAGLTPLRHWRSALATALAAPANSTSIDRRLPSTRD
Target sequence (P9WH11 whole entry, looked up): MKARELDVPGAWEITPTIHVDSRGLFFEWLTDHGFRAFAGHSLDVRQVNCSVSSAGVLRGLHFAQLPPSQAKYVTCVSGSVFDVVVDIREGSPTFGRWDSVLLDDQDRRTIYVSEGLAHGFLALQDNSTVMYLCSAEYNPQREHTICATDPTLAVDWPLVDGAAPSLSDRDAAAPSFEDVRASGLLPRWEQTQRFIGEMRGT
An asterisk follows results filed as active; ? = inconclusive; . = no result given. An excerpt (hit frequency here may not be typical).

No.	structure	GlmU inhibition	RmlCD inh 1536
1	CCN1C(=O)/C(=C2/C=CC=CN2C)SC1=S	3.6%	0
2	O=C(CSc1n[nH]c(-c2cccs2)n1)N1CCN(S(=O)(=O)c2ccccc2)CC1	3.5%	-9
3	CCc1c(C)c2ccc(OCC(=O)OC)cc2oc1=O	3.0%	-7
4	CN(C)C(=O)CSc1nnc(-c2cccnc2)n1-c1ccccc1	0.4%	-9
5	O=C1C(Cc2ccccc2)NC(=S)N1c1ccccc1 (stereo not given)	0.4%	6
6	C[C@H](O)[C@H]1CC[C@H]2[C@@H]3CCC4=CC(=O)CC[C@]4(C)[C@H]3CC[C@]12C	-2.7%	.
7	CC(=O)Nc1nn(C)c2nc3cc(C)ccc3cc12	-0.7%	7
8	COc1ccc(CCNC(=O)Nc2ccccc2[N+](=O)[O-])cc1	2.5%	-12
9	CCn1c(SCC(=O)Nc2ccc(S(N)(=O)=O)cc2)nnc1-c1ccccc1OC	1.5%	.
10	COC(=O)COc1cccc(NC(=O)c2ccc(C)cc2)c1	-2.9%	.
11	CC(C)CCSc1nc2ccccc2[nH]1	-0.6%	12
12	CC(C)(C)c1nc(SCC(=O)c2ccccc2)c2ccccc2n1	-2.5%	-5
13	CC(=O)NNC(=O)N1Cc2ccccc2Oc2ccc(Cl)cc21	-0.7%	.
14	CCOc1ccc(N(CC(=O)Nc2cccc(C)c2C)S(=O)(=O)c2c(C)[nH]c(=O)[nH]c2=O)cc1	7.5%	6
15	CCOC(=O)c1sc(N)c(C#N)c1CSc1nc2ccc(OCC)cc2[nH]1	-3.9%	-6
16	COc1ccccc1NC(=O)Nc1ccc(C(=O)N2CCCCC2)cc1	4.2%	3
17	O=c1[nH]c(/C(Cl)=C/c2cc(Cl)ccc2O)nc2cc(Cl)ccc12	1.1%	12
18	CCN(CC)CCn1cnc2c([nH]c3cccc(OC)c32)c1=O	1.4%	97
19	Cc1ccc(NS(=O)(=O)c2ccc(CCC(=O)N3CCOCC3)cc2)cc1	-5.0%	.
20	COc1ccc(CNC(=O)CCCn2nc([N+](=O)[O-])cc2C)cc1	0.9%	-7

Next part:
No.	structure	GlmU inhibition	RmlCD inh 1536
21	O=S(=O)(c1cccc2cccnc12)n1cnc2ccccc21	1.8%	12
22	Cc1ccc(S(=O)(=O)N2CCC(C(=O)NCCN3CCCCCC3)CC2)cc1	-19%	-3
23	CC(/C=N/NC(=O)C(O)c1ccccc1)=C\c1ccccc1 (stereo not given)	3.6%	-6
24	Cc1ccc(S(=O)(=O)N/N=C/c2c[nH]c3ccccc23)cc1	-1.1%	-8
25	C[C@@H]1CN(Cc2nc(-c3cccs3)no2)C[C@H](C)O1	-3.3%	9
26	COc1cc(NC(=O)CSCc2cnn(-c3ccccc3)c2-n2cccc2)cc(OC)c1	0.0%	28
27	O=C(O)CCCCCN1C(=O)/C(=C/c2ccncc2)SC1=S	-5.4%	16
28	Cc1csc2c(N3CCN(C(=S)Nc4ccc(F)cc4F)CC3)ncnc12	8.9%	8
29	Cc1cccc(C)c1NC(=O)COc1ccc2c(C)c(Cc3ccccc3)c(=O)oc2c1C	-0.2%	16
30	CNC(=S)NNC(=O)c1cccs1	4.6%	8
31	COc1ccccc1C(C)NC(=O)c1ccc(C)o1 (stereo not given)	-0.7%	8
32	N/N=C(\Cc1cscn1)c1ccc(O)cc1O	5.0%	-1
33	O=C1CC(N(CCc2ccccc2)C(=S)Nc2ccccc2)C(=O)N1c1ccc(F)cc1 (stereo not given)	-4.9%	-7
34	CCOc1cc(CNn2nnnc2N)ccc1OCC(=O)NC(C)(C)C	1.4%	.
35	O=C(NCc1ccccc1Cl)c1ccccc1CCc1ccccc1	1.9%	-10
36	O=Cc1ccccc1OCCOc1ccc([N+](=O)[O-])cc1	-3.0%	-10
37	O=C(c1ccccc1)c1sc(N2CCOCC2)nc1-c1ccccc1	2.0%	-7
38	Cc1cc(C(=O)OCC(=O)N2c3ccccc3NC(=O)C2(C)C)c(C)n1-c1ccccc1	0.5%	.
39	Cc1cc(C)nc(SCc2nnc(SCc3ccccc3Cl)o2)n1	-0.3%	10
40	COc1ccccc1N1CCN(C(=O)c2ccc(NS(=O)(=O)c3ccc(C)cc3)cc2)CC1	7.1%	-15

(next part)
No.	structure	GlmU inhibition	RmlCD inh 1536
41	O=C(CSc1nc2ccccc2[nH]1)Nc1cc(C(F)(F)F)ccc1N1CCOCC1	-3.1%	.
42	O=C(Nc1ccc(-c2nc3ccccc3o2)cc1)c1ccc2c(c1)OCO2	-6.8%	4
43	CCOc1ccc(-c2noc(CCC(=O)NC)n2)cc1OCC	-2.2%	.
44	COC(=O)c1sccc1NC(=O)COc1ccc(C)cc1	-4.3%	1
45	Cc1ccc(C(=O)N2CC(C(=O)O)C2)cc1	1.9%	2
46	Cc1nc(NC(=O)c2ccccc2)sc1-c1csc(Nc2cccc(Cl)c2)n1	1.7%	4
47	CCOc1cc(C)nc(Oc2ccc(=O)[nH]n2)n1	-5.9%	14
48	CCOC(=O)c1sc(NC(=O)CSc2nnc(-c3ccco3)n2CC)c(C(=O)OCC)c1C	-0.8%	.
49	CCn1c(Cc2ccccc2)nnc1SCC(=O)Nc1nc(C)cs1	-3.5%	-11
50	CCCCC(=O)NC(=S)Nc1cc(C(=O)O)ccc1Cl	-4.4%	-5
51	Cc1ccc(CC(=O)N(Cc2ccccc2)c2ccccn2)cc1	-1.0%	2
52	Cc1ccc2c(c1)c(=O)c1c3n2CCN(C(=O)CCl)C3CC1 (stereo not given)	.	13
53	N#C/C(=N\Nc1ccccc1)C(=N)N1CCCCC1	4.2%	-6
54	CC(C)CNC(=O)C1CCN(c2ccc(S(=O)(=O)N3CCOCC3)cc2)CC1	-1.8%	7
55	COc1ccc(-c2nnc(SCC(=O)Nc3ccccc3OC)o2)cc1	5.8%	.
56	Cn1cc(S(=O)(=O)c2ccccc2)n(C)c1=O	-4.0%	4
57	CC1=C(C(N)=O)C(c2sccc2C)n2nnnc2N1 (stereo not given)	0.3%	14
58	CC12CCC(C(=O)NCc3ccc(F)cc3)(OC1=O)C2(C)C (stereo not given)	-1.8%	-6
59	Cc1cc(NC(=O)CSc2nnnn2C)n(-c2ccccc2)n1	4.8%	1
60	Cc1ccccc1CC1(CO)CCCN(Cc2ccn[nH]2)C1 (stereo not given)	-5.3%	1

Sorted by molar mass (descending): part of the list above
No.	structure	GlmU inhibition	RmlCD inh 1536
55	COc1ccc(-c2nnc(SCC(=O)Nc3ccccc3OC)o2)cc1	5.8%	.
52	Cc1ccc2c(c1)c(=O)c1c3n2CCN(C(=O)CCl)C3CC1 (stereo not given)	.	13
45	Cc1ccc(C(=O)N2CC(C(=O)O)C2)cc1	1.9%	2

Following part
No.	structure	GlmU inhibition	RmlCD inh 1536
61	Cc1cccc(Cc2cnc(N3C(=N)SC(c4ccccc4)C3=O)s2)c1 (stereo not given)	-2.4%	11
62	O=C(OC(C(=O)O)C(OC(=O)c1ccccc1)C(=O)NCc1ccccc1)c1ccccc1 (stereo not given)	-1.7%	.
63	CCOC(=O)C1=C(C)N(C)C(=O)NC1c1cc2c(cc1Br)OCO2 (stereo not given)	-3.0%	.
64	COc1cc(C2C(C#N)=C(N)Oc3cc(O)ccc32)cc(OC)c1OC (stereo not given)	0.2%	-5
65	Cc1ccc(S(=O)(=O)NCCC(c2ccccc2)c2ccccc2)cc1C(=O)O	2.6%	-3
66	O=C(COc1ccccc1)N1CCN(C(=O)c2ccco2)CC1	-0.7%	4
67	CCOc1cc(C(=O)NC(C)Cc2cccs2)cc(OCC)c1OCC (stereo not given)	0.2%	-13
68	CCOC(=O)/C(C#N)=C(/C)c1ccc(OC)cc1	3.5%	0
69	O=[N+]([O-])c1ccc(C(=S)N2CCCC2)cc1	-1.7%	6
70	c1ccc(-c2cnc(CSc3ncnc4sccc34)o2)cc1	1.3%	.
71	Cc1ccc(-c2cc(C(F)F)nc(NCC3CCCO3)n2)cc1 (stereo not given)	6.2%	9
72	COc1ccc2nc(-c3ccc(N)cc3)[nH]c2c1	5.1%	1
73	CCOC(=O)C(NC(=O)NCc1ccc(F)cc1)(OCC)C(F)(F)F (stereo not given)	1.4%	-14
74	NNC(=O)CNC(c1ccccc1)c1cc(Br)ccc1NC(=O)c1ccccc1Br (stereo not given)	-0.1%	25
75	O=C(NCCc1ccccc1)N1c2ccccc2Sc2ccccc21	3.7%	12
76	COc1ccc(Cl)cc1NC(=O)CCNC(=O)OCc1ccccc1	1.1%	7
77	O=C(Nc1ccccc1NC(=O)c1c(F)c(F)c(F)c(F)c1F)c1c(F)c(F)c(F)c(F)c1F	5.1%	13
78	COc1ccc(Br)cc1S(=O)(=O)n1ccnc1	-5.2%	-6
79	COc1ccc(Nc2cc(C(=O)N3CCc4ccccc4C3)c3ccccc3n2)c(OC)c1	-4.5%	-5
80	CN(C)S(=O)(=O)c1cc(NC(=O)CN2CCNC(=O)C2)ccc1Cl	0.7%	-11

Continuation:
No.	structure	GlmU inhibition	RmlCD inh 1536
81	Cc1ccc2c(c1)N(CC(=O)Nc1ccc3c(c1)OCCO3)C(=O)CO2	3.7%	.
82	CCS(=O)(=O)c1ccc(O)c(NC(=O)/C=C/c2ccccc2)c1	8.1%	-8
83	COc1ccc2c(c1)-c1nc(NC(=O)c3cccs3)sc1CC2	-1.1%	.
84	O=C(NCCC1=CCCCC1)C1CCN(S(=O)(=O)c2cccc3nsnc23)CC1	0.6%	.
85	CCCOP(=O)(OCCC)c1c([N+](=O)[O-])cc(C(F)(F)F)cc1[N+](=O)[O-]	-0.8%	5
86	COc1ccc(Nc2ncc(C(=O)N3CCN(c4ccc(F)cc4)CC3)c3ccccc23)cc1	-5.3%	.
87	Cc1ccc(-c2cc(C(F)(F)F)nc(SCC(=O)c3cccc([N+](=O)[O-])c3)n2)cc1	-1.0%	.
88	CCOC(=O)N1CCN(C(=O)c2ccccc2NC(=O)c2ccc(Br)cc2)CC1	-4.8%	-12
89	CN(C)c1ccc(NC(=O)Oc2ccccc2)cc1	1.6%	.
90	c1ccc(Nc2cccc(Nc3ccccc3)n2)cc1	-6.2%	8
91	COc1cc(C(=O)NCCc2nc3ccccc3n2C)cc(OC)c1OC	6.2%	.
92	Cn1c(=O)n(-c2ccccc2)c(=O)c2c3c(sc21)COC(C)(C)C3	3.5%	.
93	COc1ccc(C(=O)NCCCN2CCOCC2)cc1S(=O)(=O)N1CCCc2ccccc21	7.0%	11
94	O=C(NCc1ccc2c(c1)OCO2)c1cc2c(s1)CSC2	1.5%	.
95	O=Cc1ccc(-c2cccc([N+](=O)[O-])c2)o1	5.7%	-9
96	COc1ccc(S(=O)(=O)N2CCC(C(=O)Nc3nnc(CCN4CCCCC4)s3)CC2)cc1	-0.5%	-8
97	CCN1CCCC1CNCC(O)COc1ccc(C(C)(C)C)cc1C (stereo not given)	-9.9%	?
98	COc1cccc(NC(=O)CN(C)CC(=O)Nc2ccc(C)cc2Cl)c1	1.9%	-10
99	Cn1c(C(C#N)/C(=N\S(=O)(=O)c2cccs2)c2ccccc2)nc2ccccc21 (stereo not given)	0.7%	.
100	Cc1cccc(C(=O)N2CCC(c3nc4ccccc4s3)CC2)c1	-1.7%	-10

Individual results from above.
GlmU inhibition, O=c1[nH]c(/C(Cl)=C/c2cc(Cl)ccc2O)nc2cc(Cl)ccc12 = 1.1%
RmlCD inh 1536, O=C(O)CCCCCN1C(=O)/C(=C/c2ccncc2)SC1=S = 16
GlmU inhibition, c1ccc(Nc2cccc(Nc3ccccc3)n2)cc1 = -6.2%
GlmU inhibition, COc1ccc(Nc2ncc(C(=O)N3CCN(c4ccc(F)cc4)CC3)c3ccccc23)cc1 = -5.3%
GlmU inhibition, CC12CCC(C(=O)NCc3ccc(F)cc3)(OC1=O)C2(C)C (stereo not given) = -1.8%

Laid out differently: 4 of the compounds above.
95	O=Cc1ccc(-c2cccc([N+](=O)[O-])c2)o1
90	c1ccc(Nc2cccc(Nc3ccccc3)n2)cc1
81	Cc1ccc2c(c1)N(CC(=O)Nc1ccc3c(c1)OCCO3)C(=O)CO2
83	COc1ccc2c(c1)-c1nc(NC(=O)c3cccs3)sc1CC2
assay / entry	95	90	81	83
GlmU inhibition	5.7%	-6.2%	3.7%	-1.1%
RmlCD inh 1536	-9	8	.	.

Next entries
No.	structure	GlmU inhibition	RmlCD inh 1536
101	C[C@H](CCC(=O)O)[C@H]1CC[C@H]2[C@@H]3[C@H](O)C[C@@H]4C[C@H](O)CC[C@]4(C)[C@H]3C[C@H](O)[C@]12C	3.0%	.
102	Cc1c(C(=O)N/N=C/C(C)C)[nH]c2ccc([N+](=O)[O-])cc12	4.7%	5
103	CCCCCCNCC1OCc2ccccc2CO1	-2.6%	-5
104	CCOC(=O)c1sc(Nc2nc(OC)cc(OC)n2)nc1C	-8.1%	.
105	COc1ccc(C(=O)NC(=S)N2CCN(c3ccc([N+](=O)[O-])cc3)CC2)cc1	6.8%	-10
106	CCN(CC)S(=O)(=O)c1ccc(C)c(NC(=S)NC2CCCCC2)c1	8.3%	2
107	O=C(Cc1n[nH]c(=O)[nH]c1=O)N/N=C/c1c(O)ccc2ccccc12	-1.9%	3
108	COc1ccc(C2CC(=O)C3=C(C2)Nc2ccccc2NC3c2coc3ccccc3c2=O)cc1OC (stereo not given)	-2.4%	8
109	CCNC(=O)NC(=O)C(C)OC(=O)c1oc2ccccc2c1CSC1CCCCC1 (stereo not given)	1.0%	5
110	COc1cc(OC)c(NC(=O)CS(=O)(=O)Cc2nc(-c3ccc(C)cc3)oc2C)cc1Cl	-6.8%	-6
111	CCCOc1cc(C)c(S(=O)(=O)N2CCOCC2)cc1C	2.0%	-8
112	COC(=O)c1ccccc1NC(=O)c1c(Br)cnn1C	1.5%	5
113	Cc1cc(=O)n2c3ccccc3n(CC(O)CN3CCN(Cc4ccccc4)CC3)c2c1C#N (stereo not given)	0.0%	8
114	Cn1c(=O)c2c(-c3ccccc3F)c3c(nc2n(C)c1=O)-c1ccccc1C3O (stereo not given)	-1.0%	-10
115	O=C(N/N=C/c1cccnc1)c1ccc([N+](=O)[O-])cc1Cl	-1.0%	8
